Screens deposited in PubChem BioAssay by several laboratories.
Rab2A wt mod: changes GTP binding to wildtype dog Rab2A, up or down; P61105; AID 760; hit rate 0.19% among 190,000; GST-Rab2 wt beads, Bodipy-GTP binding, flow cytometry; GTP binding activity, % at 10 µM;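 active = GTP binding activity at least 20 points away from 100%, either lowered or raised; inconclusive = signal likely due to the compound's own green fluorescence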;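 also: 0% = beads with excess unlabeled GTP and 100% = no-compound control corrected for plate trend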
Pf gametocyte: P. falciparum stage V gametocyte viability inhibition. inhibition, % at 10.9 µM. P. falciparum stage V gametocytes, ATP luminescence, 24 h. hit rate 0.065% among 150,000. AID 743093;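 active = inhibition above the mean plus 3 SD of compounds within the control limits, set per campaign, cut at about 38% in these data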;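 also: 0% = DMSO wells and 100% = medium only without gametocytes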
Rac1 act GTP bind: modulators of GTP binding to human Rac1 activated mutant | P63000 | GST-Rac1 activated beads, fluorescent GTP binding, flow cytometry; actives lie on both sides; 100% means binding = to untreated wells | percent activity (GTP binding), % at 10 µM | hit rate 0.11% among 190,000 | AID 764;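 active = GTP binding at least 20 percentage points away from the 100% baseline, in either direction, so actives lie on both sides; inconclusive = Compound likely fluorescent itself, or too few beads counted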
Mcl-1 Bim block: human Bim-Mcl-1 interaction inhibition | Q07820 | Bead-based flow cytometry, Bim peptide-Mcl-1 binding | inhibition, % at 10 µM | hit rate 0.1% among 190,000; in the data active = inhibition above about 40%;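 also: 0% = no compound tracer wells and 100% = peptide blocker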
Target sequence (Q07820 whole entry, looked up): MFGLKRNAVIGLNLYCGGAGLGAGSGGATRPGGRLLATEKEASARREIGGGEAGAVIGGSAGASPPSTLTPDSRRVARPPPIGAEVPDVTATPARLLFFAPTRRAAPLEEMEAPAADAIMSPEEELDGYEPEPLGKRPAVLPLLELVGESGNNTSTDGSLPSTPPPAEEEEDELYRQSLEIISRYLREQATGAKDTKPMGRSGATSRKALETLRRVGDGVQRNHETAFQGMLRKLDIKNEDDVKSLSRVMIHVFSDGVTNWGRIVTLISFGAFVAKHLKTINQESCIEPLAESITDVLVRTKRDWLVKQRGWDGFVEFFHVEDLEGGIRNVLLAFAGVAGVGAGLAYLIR
Mcl1 Noxa PPI: Mcl-1/Noxa interaction inhibition | TR-FRET Mcl-1/Noxa peptide binding, 2 h | inhibition, % at 21.7 µM | hit rate 1.5% among 220,000;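 active = compounds that cut the protein-peptide binding signal by more than 50% relative to plate controls in a single-dose test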;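 also: His-tagged Mcl-1 with rhodamine Noxa BH3 peptide and terbium anti-His antibody; 0% = Mcl-1 plus Noxa peptide wells and 100% = peptide-only wells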
Cdc42 wt: modulators (inhibitors or activators) of GTP binding to human Cdc42 wildtype. GST-Cdc42 beads, Bodipy-GTP binding, flow cytometry; actives lie on both sides. percent activity (GTP binding), % at 10 µM. hit rate 0.2% among 190,000. AID 761;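 active = percent activity GTP binding at least 20 points away from the 100% baseline, either down as inhibitor or up as activator; inconclusive = compound flagged as likely green fluorescent from well-wide comparison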;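 also: median bead fluorescence of bound Bodipy-FL-GTP at 100 nM; 0% = excess unlabeled GTP control and 100% = no compound control; below 100% means less GTP binding so inhibitor and above means activator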
Target sequence (P60953 whole entry, looked up): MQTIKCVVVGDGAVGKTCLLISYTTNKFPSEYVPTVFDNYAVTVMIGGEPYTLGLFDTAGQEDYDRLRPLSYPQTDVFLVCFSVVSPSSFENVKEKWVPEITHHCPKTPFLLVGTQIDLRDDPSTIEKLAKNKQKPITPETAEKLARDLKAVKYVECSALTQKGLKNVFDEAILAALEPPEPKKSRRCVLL
Rac1 wt modul: human Rac1 wildtype GTP binding, inhibitors and activators | P63000 | GST-Rac1 beads, fluorescent GTP binding, flow cytometry; actives lie on both sides; 0 = cold GTP competed, 100 = untreated | AID 757 | GTP binding activity (% of control), % at 10 µM | hit rate 0.27% among 190,000;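 active = GTP binding activity at least 20 points away from the 100% control level, either lower or higher; inconclusive = compound flagged as likely green fluorescent, judged across all proteins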
Rab7 wt modul: alters GTP binding to wildtype dog Rab7; GST-Rab7 beads, fluorescent GTP binding, flow cytometry; actives lie on both sides; untreated = 100%, excess cold GTP = 0%; GTP binding activity (percent of control), % at 10 µM; hit rate 0.055% among 190,000;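 active = fluorescent GTP binding to Rab7 beads changed by at least 20 points from the 100% baseline, either direction, mostly lower; inconclusive = compound itself probably fluorescent, or too few beads counted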;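 also: median green fluorescence of bound Bodipy-FL-GTP per Rab7 bead population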
Mcl1-Bid inh: disrupts binding of human Mcl-1 to Bid peptide; Q07820; TR-FRET Mcl-1/Bid-Dy647 peptide binding, 1536-well; inhibition, % at 21.7 µM; hit rate 0.97% among 220,000;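 active = compounds that cut the binding signal by more than half at the single screening dose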;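 also: His-tagged Mcl-1 with europium anti-His antibody binding Bid BH3 peptide; 0% = Mcl-1 plus peptide wells and 100% = peptide-only wells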
HRas wt GTP bind: changes GTP binding to wildtype human HRas | hit rate 0.14% among 190,000 | AID 759 | GTP binding activity, % at 10 µM | P01112 | GST-Ras wt beads, Bodipy-FL-GTP binding, flow cytometry; actives lie on both sides;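 active = GTP binding activity at least 20% away from the 100% baseline, either lowered as inhibitor or raised as activator; inconclusive = flagged as likely green fluorescent, judged across all proteins in the well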;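 also: 0% = unlabeled GTP competition control and 100% = no-compound control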
Target sequence (P01112 whole entry, looked up): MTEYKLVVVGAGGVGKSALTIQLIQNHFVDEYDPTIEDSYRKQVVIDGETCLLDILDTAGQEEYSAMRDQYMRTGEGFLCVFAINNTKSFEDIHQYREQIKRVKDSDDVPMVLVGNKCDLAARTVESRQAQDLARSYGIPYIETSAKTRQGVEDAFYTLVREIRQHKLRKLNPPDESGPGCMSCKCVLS
Avidin fluor: compound fluoresces at 488/530 nm on avidin beads; compound fluorescence 488/530 nm, flow cytometry; active compounds read high; fluorescence (KMESF) at 10 µM; hit rate 0.38% among 220,000; AID 1775; in the data active = fluorescence above about 47; also: inactives centre near 10
An asterisk follows results filed as active; ? = inconclusive; nt = no result given.

SMILES	Rab2A wt mod	Pf gametocyte	Rac1 act GTP bind	Mcl-1 Bim block	Mcl1 Noxa PPI	Cdc42 wt	Rac1 wt modul	Rab7 wt modul	Mcl1-Bid inh	HRas wt GTP bind	Avidin fluor
COc1ccc(C2COC(=O)C2=N)c(NC(=O)c2ccc(Cl)cc2)c1 (centres undefined)	100	-3	101	0	30	101	102	102	-58	102	4
COC(=O)c1ccc(NC(=O)CSc2nnnn2C2CCCCC2)cc1	96	nt	98	-4	-6	96	98	96	-1	97	4
O=c1cc(CSc2nc3ccccc3c(=O)[nH]2)c2ccc(O)cc2o1	89	7	88	0	34	88	90	92	-16	89	11
CC(C)c1ccc(NC(=O)NN2CCOCC2)cc1	98	15	97	-1	-1	94	102	97	-22	97	6
C=CCNc1nc(NCCN2CCOCC2)nc(N2CCOCC2)n1	101	nt	102	0	8	104	105	98	-20	101	19
O=C(Nc1ccccc1)C1CCCN1C(=O)NCc1ccccc1 (centres undefined)	99	17	93	0	12	101	97	91	-1	90	8
Cc1nn(CC(=O)Nc2ccncc2)c(C)c1[N+](=O)[O-]	102	-3	101	-2	-13	101	105	101	-29	101	5
CCc1ccc2[nH]c(=O)c(CN(Cc3ccc4c(c3)OCO4)Cc3nnnn3C3CCCC3)cc2c1	100	-17	101	0	13	103	102	100	-5	101	21
CCN(C(=O)COC(=O)c1cncc(Br)c1)C1CCS(=O)(=O)C1 (centres undefined)	97	nt	94	-1	0	98	98	98	-4	94	13
CC(NC(=O)C1CCC1)c1ccc(Br)cc1 (centres undefined)	102	-9	100	-6	6	104	105	98	-6	102	14
CCOC(=O)C1(CCc2ccccc2)CCN(C(=O)CN2C(=O)CSC2=O)CC1	98	-19	95	-1	-17	92	94	101	-16	96	7
Cc1ccccc1Oc1nc2c(C)cccn2c(=O)c1/C=C(\C#N)C(=O)Nc1c(C)n(C)n(-c2ccccc2)c1=O	96	8	96	-7	12	97	96	97	-28	97	18
CCCC(=O)Nc1ccc(Oc2ccc(NC(=O)CCC)cc2)cc1	103	-7	101	-10	13	104	102	99	-1	102	6
CCSc1nnc(NC(=O)C2CCCCC2C(=O)OCC(F)(F)C(F)F)s1 (centres undefined)	101	-10	102	0	1	103	104	99	-20	102	7
O=C(CN(Cc1ccccc1)S(=O)(=O)c1ccc2c(c1)OCCO2)Nc1ccc2c(c1)OCCO2	103	-5	101	nt	12	101	108	100	-26	100	95*
Cc1ccccc1OCC(=O)NCC(=O)N/N=C/c1ccc(Br)o1	101	3	100	-4	-16	102	99	102	-39	99	5
COc1ccc(CCN2C(=O)CS/C2=N\NC(=O)c2cccs2)cc1OC	95	6	96	3	-8	92	95	102	-41	95	8
CCCC(=O)Nc1ccc2c(c1)nc(CN1CCCCC1)n2C	97	7	92	-3	10	97	95	97	-19	98	27
COc1ccc(-n2c(=S)[nH]c3cc(C(=O)Nc4cccc(C)c4)ccc3c2=O)cc1	102	-1	101	-2	-18	101	103	99	-5	102	9
c1csc(-c2nn3c(C4COc5ccccc5O4)nnc3s2)c1 (centres undefined)	99	nt	96	-10	-1	102	100	103	-35	103	9

In the list so far, these have a thiophene ring, fused or not.
SMILES	Rab2A wt mod	Pf gametocyte	Rac1 act GTP bind	Mcl-1 Bim block	Mcl1 Noxa PPI	Cdc42 wt	Rac1 wt modul	Rab7 wt modul	Mcl1-Bid inh	HRas wt GTP bind	Avidin fluor
COc1ccc(CCN2C(=O)CS/C2=N\NC(=O)c2cccs2)cc1OC	95	6	96	3	-8	92	95	102	-41	95	8
c1csc(-c2nn3c(C4COc5ccccc5O4)nnc3s2)c1 (centres undefined)	99	nt	96	-10	-1	102	100	103	-35	103	9

Next part:
SMILES	Rab2A wt mod	Pf gametocyte	Rac1 act GTP bind	Mcl-1 Bim block	Mcl1 Noxa PPI	Cdc42 wt	Rac1 wt modul	Rab7 wt modul	Mcl1-Bid inh	HRas wt GTP bind	Avidin fluor
CCSc1nc2ccccc2n1C(=O)c1ccc(S(=O)(=O)N2CCCCCC2)cc1	97	nt	98	2	9	99	102	97	8	98	20
CCOC(=O)N=S(N)(=O)c1ccccc1 (centres undefined)	102	nt	98	-3	6	101	104	95	-14	100	8
Cn1c(NN)nc2sc3c(c2c1=O)CC(C)(C)OC3	101	nt	97	-2	-4	98	100	104	-32	101	24
CCOC(=O)c1nc(Nc2ccccc2C)c2ccccc2n1	96	-13	97	-1	7	96	100	96	-26	98	6
CCOCCOCCC(C(=O)OCC)P(=O)(c1ccccc1)c1ccccc1 (centres undefined)	101	nt	97	-4	21	100	98	103	-13	102	14
CCN1C(=O)C(CC(=O)Nc2ccc(OC)cc2)N(CCc2ccc(OC)cc2)C1=S (centres undefined)	99	-6	96	-1	26	95	99	101	6	97	21
Cc1ccc(C)c(NC(=O)c2cc(-c3ccccc3)nn2-c2ccccc2)c1	100	-17	101	-1	0	98	104	103	4	102	14
CCCC(=O)NC(Nc1ccc(S(=O)(=O)Nc2ncccn2)cc1)(C(=O)OCC)C(F)(F)F (centres undefined)	98	nt	101	-1	14	102	104	96	-10	99	12
CCc1nc(N2CCCCC2C)c2oc3ccccc3c2n1 (centres undefined)	?	nt	?	0	6	?	?	?	31	?	16
FC(F)(F)C(F)(F)c1nnc2ccc(-n3ccnc3)nn12	99	-1	99	-2	-10	101	99	97	-20	99	20
COc1ccc(C(=O)c2sc3nc(C)cc(-c4cccs4)c3c2N)cc1	95	-30	99	-2	-22	93	96	94	-43	97	14
CC1CCN(S(=O)(=O)c2ccc(NC(=O)CN3CCN(c4ccccc4)CC3)cc2)CC1	98	22	95	0	-6	99	99	100	-40	100	9
O=C(NC(c1ccc(Cl)cc1)c1c(O)ccc2ccccc12)c1ccccc1 (centres undefined)	99	nt	101	-4	9	103	101	99	-10	100	12
CC(NCc1ccccc1Cl)C(=O)Nc1ccc(C#N)cc1 (centres undefined)	95	3	94	0	-6	95	100	102	10	96	11
CCc1c(C)[nH]c2nc3ccccc3n2c1=O	99	-2	97	0	22	98	100	101	10	97	14
S=C(Nc1ccccc1)N1CCN(C(=S)c2ccccc2)CC1	100	-7	95	-6	9	99	98	112	-21	98	10
COc1ccc(Br)cc1C(=O)Nc1nnn(C)n1	97	nt	98	-6	4	98	97	99	-14	98	37
CC1Cc2ccccc2N1C(=O)C1CCN(S(=O)(=O)Cc2ccccc2)CC1 (centres undefined)	106	nt	100	-1	-7	104	109	103	-18	101	4
CC(=O)OC1OCCOC1NC(=S)Nc1ccc(C)cc1 (centres undefined)	95	-10	94	2	6	94	98	92	-48	94	8
CCc1nc(SCC(=O)NCCc2ccccc2)n[nH]1	97	nt	95	-2	-4	99	98	95	-10	99	13
CCOC(=O)CSc1nc2sc(C(=O)O)c(C)c2c(=O)[nH]1	99	nt	97	-2	9	96	97	98	11	96	5
Cc1c(C(=O)Nc2ccc(F)cc2)oc2ccc(S(=O)(=O)N3CC(C)CC(C)C3)cc12 (centres undefined)	98	nt	99	0	-13	101	102	98	0	99	7
Cc1ccc(NC(=S)Nc2cccc3cnccc23)cc1	96	17	93	-1	17	94	96	93	-84	95	13

Some of these compounds in order of their number in Rac1 act GTP bind, rising:
molecule | Rab2A wt mod | Rac1 act GTP bind | Mcl-1 Bim block | Mcl1 Noxa PPI | Cdc42 wt | Rac1 wt modul | Rab7 wt modul | Mcl1-Bid inh | HRas wt GTP bind | Avidin fluor
S=C(Nc1ccccc1)N1CCN(C(=S)c2ccccc2)CC1 | 100 | 95 | -6 | 9 | 99 | 98 | 112 | -21 | 98 | 10
CCN1C(=O)C(CC(=O)Nc2ccc(OC)cc2)N(CCc2ccc(OC)cc2)C1=S (centres undefined) | 99 | 96 | -1 | 26 | 95 | 99 | 101 | 6 | 97 | 21
CCc1c(C)[nH]c2nc3ccccc3n2c1=O | 99 | 97 | 0 | 22 | 98 | 100 | 101 | 10 | 97 | 14
CC1Cc2ccccc2N1C(=O)C1CCN(S(=O)(=O)Cc2ccccc2)CC1 (centres undefined) | 106 | 100 | -1 | -7 | 104 | 109 | 103 | -18 | 101 | 4
CCc1ccc2[nH]c(=O)c(CN(Cc3ccc4c(c3)OCO4)Cc3nnnn3C3CCCC3)cc2c1 | 100 | 101 | 0 | 13 | 103 | 102 | 100 | -5 | 101 | 21
CCSc1nnc(NC(=O)C2CCCCC2C(=O)OCC(F)(F)C(F)F)s1 (centres undefined) | 101 | 102 | 0 | 1 | 103 | 104 | 99 | -20 | 102 | 7

Rows are unselected (roughly 2.7% active in at least one column).
